Source: PubChem (several laboratories)
BaF3 parental = parental Ba/F3 viability inhibition as JAK2V617F counter-screen; CellTiter-Glo ATP luminescence; 220,000 tested, 1.1% active; inhibition, % at 5.6 µM;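 active = inhibition above a per-campaign cutoff, the mean inhibition of all tested compounds plus 3 SD, cut at about 27% in these data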;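 note: 0% = DMSO wells and 100% = JAK Inhibitor I control wells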
NPY1 pot ag = potentiates or activates human NPY-Y1 receptor. P25929. NPY-Y1 expressing cells, potentiator/agonist activation. activation, % at 3.6 µM. 220,000 tested, 0.37% active. AID 1304; in the data active = activation above about 33%, passing the limit was not always enough;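 note: cells stimulated with NPY at EC10 then isoproterenol at EC100; 0% = low agonist plus stimulus and 100% = saturating agonist plus stimulus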
Target sequence (P25929 whole entry, looked up): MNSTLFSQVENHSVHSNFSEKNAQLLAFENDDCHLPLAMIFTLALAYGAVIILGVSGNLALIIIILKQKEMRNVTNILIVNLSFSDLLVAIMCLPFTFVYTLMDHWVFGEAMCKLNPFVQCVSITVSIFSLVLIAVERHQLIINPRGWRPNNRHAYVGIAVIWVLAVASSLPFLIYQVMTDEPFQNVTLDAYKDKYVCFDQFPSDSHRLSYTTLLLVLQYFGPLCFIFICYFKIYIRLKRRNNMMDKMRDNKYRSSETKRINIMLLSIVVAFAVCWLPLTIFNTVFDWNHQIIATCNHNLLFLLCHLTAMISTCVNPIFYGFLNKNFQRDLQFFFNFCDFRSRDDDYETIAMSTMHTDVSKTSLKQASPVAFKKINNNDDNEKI
Ba/F3 V617F tox = loss of viability in JAK2V617F-driven Ba/F3 cells; Ba/F3 EpoR-JAK2V617F viability, ATP luminescence; AID 1446; 220,000 tested, 1.1% active; inhibition, % at 5.6 µM;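 active = inhibition above the campaign mean plus 3 SD over all tested compounds, cut at about 24% in these data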;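 note: cytokine-independent growth of Ba/F3 cells driven by EpoR plus mutant JAK2; 0% = DMSO-treated cells and 100% = JAK inhibitor I control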
S1P4 antag = antagonists of human S1P4 receptor | AID 1510 | S1P4-expressing cells, antagonist mode, reporter read-out | 220,000 tested, 0.26% active | inhibition, % at 4.98 µM; in the data active = inhibition above about 29%;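 note: 0% = wells stimulated with agonist and 100% = vehicle wells without agonist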
Target sequence (O95977 whole entry, looked up): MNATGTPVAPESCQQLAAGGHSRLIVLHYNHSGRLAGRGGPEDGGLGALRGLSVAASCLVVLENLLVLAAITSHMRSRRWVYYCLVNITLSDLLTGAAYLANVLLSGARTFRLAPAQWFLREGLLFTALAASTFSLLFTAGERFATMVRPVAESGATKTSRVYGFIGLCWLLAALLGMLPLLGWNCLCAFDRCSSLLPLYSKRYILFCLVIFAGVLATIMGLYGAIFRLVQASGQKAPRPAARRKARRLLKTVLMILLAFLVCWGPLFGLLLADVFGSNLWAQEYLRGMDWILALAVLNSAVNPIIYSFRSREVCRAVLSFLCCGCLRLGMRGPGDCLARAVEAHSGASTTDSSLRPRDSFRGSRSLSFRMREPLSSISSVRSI
NPY-Y2 PAM-ag = potentiators or agonists of human neuropeptide Y receptor Y2 | P49146 | cells expressing NPY-Y2, potentiator/agonist read-out | activation, % at 3.6 µM | 220,000 tested, 0.45% active | AID 1359; in the data active = activation above about 27%;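 note: cells stimulated with NPY near EC25 plus isoproterenol at EC100; 0% = vehicle plus submaximal agonist and 100% = vehicle plus saturating agonist; some results beyond the cut were filed as inactive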
NPY-Y1 antag = antagonists of human neuropeptide Y receptor Y1; HEK293-CNG Y1 cells, membrane potential fluorescence; NPY at EC95, then isoproterenol; inhibition, % at 3.6 µM; 200,000 tested, 1% active;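 active = inhibition above the campaign mean inhibition of all tested compounds plus 3 SD, cut at about 20% in these data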;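 note: 0% = DMSO wells given NPY plus isoproterenol and 100% = isoproterenol alone without NPY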
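Material: HEK293 Y1/CNG channel cell line | Also added: NPY (25 nM), isoproterenol (1 µM), Ro 20-1724 (25 µM) | Compound: One concentration, 3.6 µM, in 0.4% DMSO | Schedule: 3 h dye uptake, 1 h room-temperature compound, 45 min post-isoproterenol | Signal: Membrane-potential fluorescent dye readout | Read-out: % inhibition of NPY effect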
Runt-CBFb FRET = blocks binding of human RUNX1 Runt domain to CBFb; Cerulean-Runt/Venus-CBFb FRET ratio 530/480, 1 h; inhibition, % at 20 µM; 220,000 tested, 0.46% active; AID 1496;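 active = inhibition over about 50% at 20 µM in the single-dose screen, limit read from the data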;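 note: 0% = DMSO wells and 100% = excess unlabeled CBFb competitor control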
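Reagent – Venus-CBFb binding partner, 100 nM · Assay system – Cerulean-tagged RUNX1 Runt domain (FRET donor) fusion protein · Input – 100 nM per protein · Incubation – two 1 h room-temperature incubations shielded from light · Measured by – FRET fluorescence · Medium – Tris buffer pH 7.5 with salts and BSA · Benchmarks – unlabeled CBFb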
S1P4 ag = human S1P4 receptor agonism | O95977 | S1P4-expressing cell line, agonist reporter assay | activation, % at 4.98 µM | 220,000 tested, 0.35% active; in the data active = activation above about 11%;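 note: 0% = DMSO vehicle and 100% = reference agonist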
RBBP9 inh = human RBBP9 hydrolase inhibition | recombinant RBBP9, FP-Rh probe fluorescence polarization | inhibition, % at 7.94 µM | O75884 | 220,000 tested, 0.2% active | AID 1515;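 active = inhibition above the campaign mean of all tested compounds plus 3 SD, cut at about 14% in these data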;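 note: plate controls were DMSO wells with RBBP9 for no effect and wells lacking RBBP9 protein for full effect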
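Material: RBBP9 protein. Amount: RBBP9 at 2.5 µM in dispensed solution, before mixing. Schedule: 30 min then 45 min, 25 °C. Medium: Tris buffer pH 8.0, NaCl, Pluronic. Measured by: fluorescence polarization. Measure: percent inhibition from mP, scaled between DMSO and no-protein wells. Replication: one well per compound.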
Active calls of the source: *; . = no result given.

smiles	BaF3 parental	NPY1 pot ag	Ba/F3 V617F tox	S1P4 antag	NPY-Y2 PAM-ag	NPY-Y1 antag	Runt-CBFb FRET	S1P4 ag	RBBP9 inh
Cc1nn2c(-n3ccnc3)c3c(nc2c1-c1ccccc1)CCC3	2	-1	-3	-7	3	-5	-2	-1.1	-9
CCCCOC(=O)Nc1nnc(CCc2ccccc2)s1	3	-10	0	1	1	8	0	-2.1	1
Cc1nc2ncnn2c(C)c1CCC(=O)Oc1ccccc1	3	-13	-1	-16	7	-5	1	1.1	-3
CC(C)(C)NC(=S)NCc1ccco1	-2	-9	-3	-10	7	-3	11	-1.5	-1
COc1cc(/C=C(\C#N)c2nc3ccccc3[nH]2)cc(OC)c1O	7	1	2	-14	-15	0	-114	1.9	-19
Cc1cccc(NS(=O)(=O)c2ccc(NC(=O)CN(c3cc([N+](=O)[O-])ccc3C)S(C)(=O)=O)cc2)c1	12	50*	11	4	42*	-13	-4	-2.1	-72
CSCCC(NS(=O)(=O)c1c(Cl)cccc1Cl)C(=O)O (configuration not stated)	-3	-12	-2	15	-4	7	-2	-0.7	-3
C=CCN1C(=O)/C(=C/c2cccs2)S/C1=N\S(=O)(=O)c1ccc(F)cc1	6	-17	-1	-12	4	6	-3	7.8	-1
Cc1cc(/C=N\NC(=O)COc2cccc3cccnc23)c(C)n1-c1ccccc1	4	0	1	-19	-6	2	-2	0.3	-8
CCCSc1n[nH]c(NC(C)=O)n1	4	7	-3	6	15	-2	1	1.0	-4
N#CCCN(Cc1cccs1)C(=O)Nc1ccccc1	0	-1	0	-6	-30	.	1	1.6	-3
CC(=O)c1c(C)n(CC(=O)NCc2ccc3c(c2)OCO3)c2ccccc12	9	-4	5	-13	-6	0	-1	-0.9	-4
Cc1cccc(NS(=O)(=O)c2cccc3nsnc23)c1	1	12	0	-32	7	0	-1	-0.9	-4
Cc1ccccc1NS(=O)(=O)c1ccc(C)c(NS(C)(=O)=O)c1C	4	8	-1	-7	7	3	-1	0.1	5
CC1CC(C)(C)NC(=S)N1CCC(=O)NCc1ccc(Cl)cc1 (configuration not stated)	5	9	3	-24	7	1	2	0.8	0
COc1ccc(OC)c(NC(=O)CCCN2C(=O)C3C4C=CC(C4)C3C2=O)c1 (configuration not stated)	0	-5	-3	-11	4	-5	-1	-0.5	2
Cc1ccc(C(=O)Nc2nnc(C)s2)o1	3	-9	-4	4	3	-1	2	-0.4	-6
O=C(NCCN1CCOCC1)Nc1cccc(Cl)c1	4	-2	1	2	-11	-4	0	-2.0	-6
CCOC(=O)c1cnc(-n2nc(C)cc2C)nc1Oc1ccccc1F	-3	-20	0	10	-4	.	1	-1.2	-3
CN(C)c1ccc(/C=N/NC(=O)c2cc(-c3ccc4c(c3)OCO4)n[nH]2)cc1	0	3	0	3	-6	.	7	3.2	-22
O=C(CN1CCCCCC1)Nc1ccc(F)c(F)c1	2	-2	2	4	-6	4	0	0.0	8
COCCNC(=O)C1c2ccccc2C(=O)N(CCOC)C1c1ccc(F)cc1 (configuration not stated)	-1	5	2	-23	-13	3	0	1.6	-3
Cc1nccc(-c2cccc(NC(=O)Nc3ccc(Cl)cc3)c2)n1	-1	-2	2	13	2	.	-1	1.5	-20
Cn1c(C(=O)NCc2cccnc2)cc2sc(Cl)cc21	0	-15	3	0	2	-2	1	-0.1	-10
Cn1c(Cc2ccccc2)nnc1SCC(=O)N1CCOCC1	4	9	0	-1	9	11	0	-0.7	-9
O=c1[nH]c2cc3c(cc2cc1CN(Cc1ccccc1)Cc1nnnn1Cc1ccco1)OCCO3	6	-3	0	0	8	-1	-66	-0.7	-9
CCOC(=O)C(NCCc1ccc(F)cc1)(NC(=O)CC)C(F)(F)F (configuration not stated)	9	-2	0	-20	4	3	2	0.6	-7
CCCCC12CN3CCN(CC(C3)/C1=N\NC(=O)c1ccccc1N)C2	4	4	-2	-19	5	-2	-1	1.6	-4
CCOC(=O)c1[nH]c2cc(OC)c(OC)cc2c1NC(=O)CCN1CCSCC1	6	19	0	0	-6	.	0	-0.3	-4
CN(C)S(=O)(=O)c1ccc2c(c1)nc(CCC(=O)NCC1CCCCC1)n2C	4	6	-1	-1	8	5	-3	-1.8	-6
COC(=O)C(=C/C=C/N1CCOCC1)C(=O)OC	-5	4	-2	-7	9	.	0	0.8	-1
CCC1(C)Cc2c(sc3c2c(=O)n(C)c2nnc(SCC(=O)c4ccccc4)n32)CO1 (configuration not stated)	0	3	-5	4	7	4	.	-0.5	-2
NC(=O)CC(NC(=S)NCc1ccccc1)C(=O)O (configuration not stated)	-2	-23	-5	3	0	3	1	-5.0	3
Fc1ccc(-c2nnsc2Sc2ccccn2)cc1	1	-6	3	-12	0	-2	-1	1.6	2
COc1ccc(OC)c2c1sc(=NC(=O)C(C)(C)C)n2C	0	-20	-6	-10	25	3	-3	-3.2	0
O=C(NC(c1ccccc1)c1ccccc1)C1CCCC1	3	-3	-2	-21	7	2	2	-0.8	-6
COc1ccc(C2N3CC4(C)CN2CC(C)(C3)C4O)cc1OC (configuration not stated)	7	-1	1	-9	-7	-2	0	-0.7	-6
Cc1ccc(C(NC(=O)N2CC(C)OC(C)C2)C(Cl)Cl)cc1F (configuration not stated)	2	6	-3	-13	4	3	2	0.4	-3
O=C(O)Cn1nc(C(F)(F)F)c2c1CCC2	3	16	3	-8	-12	-2	1	0.8	-2
Cn1c(CNc2cccc(Cl)c2)nnc1SCC#N	6	-11	-2	-2	6	1	-2	0.6	-7
CCOC(=O)c1cc(-c2ccccc2)sc1NC(=O)C(C)Sc1nnnn1C (configuration not stated)	10	-19	3	5	-1	-1	-6	-2.1	-11
CNC(=O)/C(C#N)=C/c1cn(CC(=O)OC)c2ccccc12	-2	0	1	9	-8	.	0	-0.9	-4
Cc1ccc(N2CCN(/N=C/C=C/c3ccccc3)CC2)cc1	4	4	-3	-13	4	1	3	-0.9	-4
CCN(CC)C(=O)c1sc(NC(=O)c2ccc(Br)o2)c(C(=O)OC)c1C	-1	21	-6	-6	0	-8	-1	-3.6	-3
CCOc1ccc(CN(C)C(=O)CCl)cc1	-5	-17	16	9	3	0	0	0.2	-9
Cc1noc(C)c1COc1cccc(C(=O)NC(C)(C)C)c1	4	-3	3	-11	-10	6	-1	-0.1	-10
Cc1ccc(/C=C(\C#N)C(=O)NCC2CCCO2)o1 (configuration not stated)	7	-28	3	5	7	0	2	1.3	-7
CCOC(=O)c1ccccc1NC(=O)COC(=O)c1ccc(C)c(S(=O)(=O)N2CCOCC2)c1	-2	0	-4	-12	4	2	-3	-1.6	3
O=C(CC1Sc2ccccc2NC1=O)Nc1ccccc1[N+](=O)[O-] (configuration not stated)	8	-1	6	-11	-2	4	-2	-1.2	-10
CCOc1ccccc1N(CC(=O)Nc1ccccc1C(=O)NCc1ccco1)S(C)(=O)=O	4	10	-1	8	-2	3	0	2.2	2
COc1ccc(N(/N=C2\Sc3ccccc3C2=O)C(C)=O)cc1	8	8	2	-8	2	4	-2	-1.2	-7
CCCCCCC(=O)Nc1nc(C)c(-c2csc(Nc3cc(Cl)ccc3C)n2)s1	3	3	2	5	2	18	3	-0.7	-3
COc1ccc(C=O)cc1COc1c(F)c(F)cc(F)c1F	2	8	-1	-8	-24	8	1	-1.7	0
CCc1ccccc1NC(=O)N[C@H](C(=O)O)C(C)CC (some centres not stated)	3	18	-2	-9	14	1	1	-0.9	-3
COC(=O)C1=C(N)Oc2c(oc(CO)cc2=O)C1c1c(F)cccc1Cl (configuration not stated)	1	3	0	-5	6	4	-2	-2.5	-6
CCC1CC2CC(NC(C)=O)C1C2 (configuration not stated)	-4	-3	-1	-6	-6	0	.	-1.3	-2
CC(=O)c1ccc(S(=O)(=O)N2CCN(C(C)=O)CC2)cc1	4	12	1	-14	10	7	-1	0.8	-8
Cc1ccccc1N1CC(C(=O)Nc2nnc(SCC(=O)Nc3nccs3)s2)CC1=O (configuration not stated)	6	-2	3	-4	7	2	-13	-0.8	-3
COc1cccc(CNS(=O)(=O)c2cccc(S(=O)(=O)N3CCOCC3)c2)c1	2	8	-1	0	-4	2	1	0.1	1
CCCn1c(=O)n(C)c(=O)c2c(SCC(=O)NCc3ccco3)nc(C3CC3)nc21	1	-9	-3	-8	-8	1	7	1.5	-6
O=C(Nc1nc2ccc(SC(F)F)cc2s1)c1ccc2c(c1)S(=O)(=O)c1ccccc1C2=O	4	-6	4	-7	5	-3	2	0.0	-8
O=C(c1ccccc1)c1nn(-c2cccc(Cl)c2)ccc1=O	1	1	0	-10	-7	.	1	2.3	-2
